M. tuberculosis: growth inhibition of non-replicating M. tuberculosis (AID 488890) | Mycobacterium tuberculosis non-replicating, growth inhibition; higher % means a stronger effect | one-dose inhibition, % at 25 µM; IC50 in µM for titrated hits | 0.39% of 320,000 active; in the data active = a potency from the dose series; inconclusive = inhibition mostly from about 82% at the one dose, without a potency; inactive = the rest, 99 in 100 with inhibition below about 76%;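 also: plate controls were DMSO cells for no effect and high antibiotic wells for full effect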
inhibitors of VEEV: inhibitors of VEEV TC-83 cytopathic effect, confirmation, Vero cells (AID 588727) | Vero cells, VEEV TC-83 cytopathic effect inhibition; higher % means a stronger effect | inhibition, % at 20 µM; hits with a dose series show IC50 in µM | 0.13% of 350,000 active; in the data active = a potency from the dose series; inconclusive = inhibition mostly from about 14% at the one dose, without a potency; inactive = the rest, 99 in 100 with inhibition below about 12%; also: strong numbers were not always called active
PhoP GFP inhibition: Inhibition of PhoP regulon, Salmonella typhi GFP reporter cells, confirmation, 4 h (AID 1850) | Salmonella Typhi PhoP-promoter GFP reporter, fluorescence, 4 h; higher % means a stronger effect | inhibition, % at 50 µM; hits with a dose series show IC50 in µM | 0.33% of 310,000 active; in the data active = a potency from the dose series; inconclusive = inhibition mostly from about 25% at the one dose, without a potency; inactive = the rest, 99 in 100 with inhibition below about 19%;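 also: 0% = induced wells with vehicle and 100% = uninduced wells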
H1N1 NS1A inhibition: H1N1 influenza NS1A inhibitors, functional cell based assay (AID 504329); NS1A functional cell-based assay, percent inhibition; higher % means a stronger effect; one-dose inhibition, % at 12.5 µM; IC50 in µM for titrated hits; 0.3% of 340,000 active; in the data active = a potency from the dose series; inconclusive = inhibition above about 27% without an active follow-up result; also: strong numbers were not always called active
M. tuberculosis HTS: M. tuberculosis growth inhibition, HTS (AID 449762); 0.59% of 330,000 active; one-dose inhibition, % at 25 µM; IC50 in µM for titrated hits; M. tuberculosis H37Rv growth inhibition, 7H9 media; higher % means a stronger effect; in the data active = a potency from the dose series; inconclusive = inhibition above about 70% without an active follow-up result;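 also: bacterial growth assessed after seven days of incubation; strong numbers were not always called active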
inhibitors of VEEV 10K pilot screen: second read-out of inhibitors of VEEV, no call of its own (marks repeat the call); inhibition, %; measured here: 10K pilot screen inhibition
Starred values were filed as active, the others as inactive; i = inactive; ? = inconclusive; / = no result given.

SMILES	M. tuberculosis	inhibitors of VEEV	PhoP GFP inhibition	H1N1 NS1A inhibition	M. tuberculosis HTS	others
CCOc1ccc(CN(C)C(=O)CCc2ccc(S(=O)(=O)N3CCCCCC3)cc2)cc1	22%	1.4%	/	8%	-6%
O=C(CSc1nc2cc(S(=O)(=O)N3CCOCC3)ccc2o1)Nc1c(F)cccc1F	14%	1.0%	-7%	2%	8%
O=C(O)c1cccc(NS(=O)(=O)c2ccc3nnn(O)c3c2)c1	0%	0.5%	6%	2%	-8%
COc1ccc(N(CC(=O)Nc2ccc3c(c2)OCO3)S(=O)(=O)c2ccc(C)cc2)cc1OC	4%	3.2%	-10%	-2%	-1%
CCCNC(=O)C(Cc1ccc(I)cc1)NC(=O)C1CC1 (stereo not drawn)	3%	i	/	1%	2%
Nc1cc(S(=O)(=O)C(F)(F)F)ccc1C(=O)O	2%	0.1%	-12%	7%	-7%
O=C(NCc1ccncc1)c1cc(S(=O)(=O)N2CCOCC2)c(Cl)cc1Cl	0%	1.7%	-2%	-12%	5%
CCOc1ccc2nc(SCC(=O)c3cccs3)sc2c1	73%	4.0%	-1%	2%	1%
CCN1CCN(CCCNC(=O)CCC(=O)N2CC(C)Oc3ccc(C)cc32)CC1 (stereo not drawn)	1%	1.4%	6%	3%	0%
CCc1ccccc1NC(=O)CNC(=O)c1ccc(OCc2cn3ccccc3n2)cc1	-12%	0.6%	/	2%	-6%
Cc1ccc(Nc2nnc(SCC(=O)Nc3cccc(S(=O)(=O)N4CCCCC4)c3)s2)cc1	26%	8.8%	5%	-4%	-1%
O=c1c([N+](=O)[O-])cccn1Cc1ccccc1Cl	13%	0.5%	-1%	-4%	2%
COc1ccc2[nH]cc(C(=O)N3CCCCC3)c(=O)c2c1	75%	2.6%	-3%	9%	?
CC1CCN(C(=O)Cn2cnc3c(cnn3C(C)(C)C)c2=O)CC1	1%	i	-6%	7%	3%
Cc1nc2ccccn2c1C(=O)NCCCN1CCOCC1	-5%	0.6%	5%	-11%	-4%
CSc1n[nH]c(NCc2ccccc2)n1	-12%	0.8%	-12%	-6%	2%
CC1CCCC(C)N1CCCNC(=O)Cn1cc2c(n1)CCCC2 (stereo not drawn)	-13%	0.5%	-8%	10%	-3%
CC(C)CN(C(=O)c1cccc(S(=O)(=O)N2CCN(Cc3ccccc3)CC2)c1)C1CCS(=O)(=O)C1 (stereo not drawn)	29%	1.2%	-3%	10%	-11%
O=C(Nc1ccc(S(=O)(=O)N2CCCCC2c2cccnc2)cc1)c1ccccc1F (stereo not drawn)	9%	8.1%	-8%	-12%	3%
Cc1cccc(/C=C/C(=O)c2ccc(NC3=NCCCS3)cc2)c1	?	3.5%	7%	16%	?
C/C=C/CSc1nc2c(c(=O)[nH]c(=O)n2C)n1C(C)C	-2%	i	-3%	-5%	-8%
Cc1ccc(C(=O)NCC(=O)OCC(=O)Nc2ncc(C(F)(F)F)cc2Cl)cc1	-8%	i	-6%	-3%	1%
O=C(Cc1ccsc1)Nc1ccccc1F	-7%	i	2%	6%	-4%
Cc1cc(C)nc(NC(=O)CN2C(=O)c3ccccc3S2(=O)=O)n1	-15%	1.6%	8%	-6%	4%
Cc1cc(C)c(S(=O)(=O)NCCn2ccc3ccccc32)c(C)c1	-11%	1.2%	-7%	3%	-3%
O=C(Nc1ccc(S(=O)(=O)N2CCCCC2)cc1)c1ccncc1	2%	0.1%	11%	11%	-11%
COc1ccc(/C=N/Nc2nc(Nc3ccccc3)nc(N3CCCC3)n2)cc1	28%	12%	10%	5%	?
CSc1ccc(C(=O)c2[nH]c(=O)[nH]c2C)cc1	-7%	0.5%	-11%	-2%	-2%
O=C(NC1CCCC1)C(c1ccncc1)N(C(=O)c1csnn1)c1ccccc1 (stereo not drawn)	8%	0.3%	0%	0%	1%
COc1ccccc1C(=O)NCCC(=O)NNC(=O)Cn1ccc(C(F)(F)F)n1	-14%	i	-3%	5%	-4%
CCOC(=O)C1(CCc2ccccc2)CCN(Cc2ccccn2)CC1	i	i	5%	-3%	?
CCOC(=O)c1cc(NC(=O)c2cccnc2)cc(C(=O)OCC)c1	10%	1.9%	-5%	12%	58%
O=C(C1=C(O)C(=O)N(c2nc3ccc(Cl)cc3s2)C1c1ccco1)c1ccco1 (stereo not drawn)	34%	0.4%	/	6%	34%
O=C(NCCc1ccccc1)c1cccc(S(=O)(=O)NCc2ccccc2)c1	8%	?	3%	-1%	-4%
O=C(CN(c1ccccc1F)S(=O)(=O)c1ccccc1)N1CCCCCC1	20%	1.3%	-4%	3%	6%
CCOC(=O)C(=CNc1cc(C)ccc1C)C(=O)OCC	-8%	1.9%	-10%	-4%	1%
COc1ccc(C(=O)NCC(C)CN(C)C)cc1 (stereo not drawn)	-1%	0.1%	-4%	2%	4%
CCc1ccc2nc(/N=C(\N)NC(=O)c3ccccc3)nc(C)c2c1	34%	2.2%	4%	-21%	-4%
CCN(C(=O)COC(=O)c1c(C)c(-c2ccccc2)nc2ccccc12)C1CCS(=O)(=O)C1 (stereo not drawn)	14%	7.1%	5%	-5%	-4%
CC(=O)c1cccc(NC(=O)CN2C=NS(=O)(=O)c3ccc(C)cc32)c1	10%	0.5%	0%	1%	-6%

The closing 6 entries of the section above come first, to join the parts.
SMILES	M. tuberculosis	inhibitors of VEEV	PhoP GFP inhibition	H1N1 NS1A inhibition	M. tuberculosis HTS	others
O=C(CN(c1ccccc1F)S(=O)(=O)c1ccccc1)N1CCCCCC1	20%	1.3%	-4%	3%	6%
CCOC(=O)C(=CNc1cc(C)ccc1C)C(=O)OCC	-8%	1.9%	-10%	-4%	1%
COc1ccc(C(=O)NCC(C)CN(C)C)cc1 (stereo not drawn)	-1%	0.1%	-4%	2%	4%
CCc1ccc2nc(/N=C(\N)NC(=O)c3ccccc3)nc(C)c2c1	34%	2.2%	4%	-21%	-4%
CCN(C(=O)COC(=O)c1c(C)c(-c2ccccc2)nc2ccccc12)C1CCS(=O)(=O)C1 (stereo not drawn)	14%	7.1%	5%	-5%	-4%
CC(=O)c1cccc(NC(=O)CN2C=NS(=O)(=O)c3ccc(C)cc32)c1	10%	0.5%	0%	1%	-6%
O=C(NCc1ccc(Cl)s1)C1CCC(=O)N(CCc2cccc(F)c2)C1 (stereo not drawn)	5%	3.0%	-10%	2%	-5%
C=CCOc1ccc(CN(C)CC(O)COc2ccc(CCC(C)=O)cc2)cc1 (stereo not drawn)	23%	1.9%	11%	-2%	8%
CCCCOc1ccc(C(=O)NCC(=O)NCC2CCCO2)cc1 (stereo not drawn)	-9%	0.8%	-11%	-8%	-18%
NS(=O)(=O)c1ccc(C(=O)Nc2ccc(-c3nc4cccnc4s3)cc2)cc1	-4%	i	-6%	-6%	5%
CC(C)C(=O)Nc1nnc(SCC(=O)NCc2cccs2)s1	-7%	0.7%	0%	1%	-3%
Cc1sc2ncnc(SCC(=O)NNC(=O)COc3cccc4ccccc34)c2c1C	-28%	i	0%	-11%	2%
NC(=O)c1ccc(NC(=O)CCN=C2NS(=O)(=O)c3ccccc32)cc1	-12%	1.6%	4%	-3%	0%
O=C(c1ccc(F)cc1)C1CCN(C(=O)NCc2ccccc2)CC1	-7%	0.6%	-6%	-7%	-1%
O=[N+]([O-])c1cccc(S(=O)(=O)N2CCCCCC2)c1	23%	0.2%	-7%	-2%	8%
COc1ccc(C(=O)N/C(=C\c2ccccc2)C(=O)Nc2ccc(C(=O)O)cc2)cc1	-22%	0.5%	2%	-8%	0%
CCn1cc(CNC(=O)C2CCC(=O)N(Cc3ccccc3F)C2)cn1 (stereo not drawn)	-4%	0.3%	-1%	2%	-5%
CCc1ccc(OCCCCN(C)Cc2ccccc2)cc1	?	i	0%	-14%	11%
CC(NC(=O)COc1ccccc1)C(=O)NCc1ccccc1Cl (stereo not drawn)	1%	2.0%	/	-13%	-1%
CCOC(=O)C1=C(C)NC(=S)NC1/C=C/c1ccccc1 (stereo not drawn)	34%	2.4%	-13%	6%	5%
Cc1ccc2c(CC(=O)N3CCN(c4ccccc4)CC3)coc2c1	66%	2.6%	-2%	-5%	12%
COc1ccccc1-c1cnn2c(N3CCOCC3)cc(C)nc12	-1%	0.2%	1%	0%	-4%
CC(C)N1C(=O)CCC1C(=O)NCc1ccccc1Cl (stereo not drawn)	/	i	-6%	9%	2%
C/C(N)=C(/C#N)C(=O)COC(=O)c1cc2c(s1)CCCC2	50%	0.3%	14%	-9%	20%
O=Cc1ccc2noc(-c3ccc(Cl)cc3)c2c1	75%	1.0%	-16%	0%	91%
Cc1ccc(/C=N/NC(=O)c2ccco2)cc1	?	1.0%	4%	/	1%
CCOC(=O)N1CCC(C(=O)Nc2ccc(OCC)cc2)CC1	-15%	1.1%	12%	11%	-18%	inhibitors of VEEV 10K pilot screen=1.7
O=C(CNC(=O)c1ccc(Br)o1)NNC(=O)c1ccc(Br)cc1	-7%	0.1%	/	2%	1%
CCOc1cc(CNn2cnnc2)cc(Br)c1OCC(=O)NC(C)(C)C	9%	0.6%	-6%	-9%	2%
O=C(Nc1cccc(NC(=O)N2CCN(c3ccccc3)CC2)c1)N1CCN(c2ccccc2)CC1	42%	8.0%	3%	-11%	63%
N#Cc1ccc(CN2CCN(C(=O)CN3C(=O)NC4(CCCC4)C3=O)CC2)cc1	/	i	/	8%	/
Cc1cc(C)c(S(=O)(=O)Nc2ccccc2C(=O)OCC(=O)NCc2ccccc2)c(C)c1	8%	1.0%	96%	8%	3%
CCC1S/C(=N/N=C/c2ccco2)N(Cc2ccc(F)cc2)C1=O (stereo not drawn)	-4%	0.5%	-1%	/	5%
O=[N+]([O-])c1ccc(/C=C/C2=NN(c3ccccc3)C(c3ccco3)C2)cc1 (stereo not drawn)	-13%	0.1%	-25%	3%	2%

5 records drawn at random from those above, as already listed:
SMILES	M. tuberculosis	inhibitors of VEEV	PhoP GFP inhibition	H1N1 NS1A inhibition	M. tuberculosis HTS	others
O=C(Nc1cccc(NC(=O)N2CCN(c3ccccc3)CC2)c1)N1CCN(c2ccccc2)CC1	42%	8.0%	3%	-11%	63%
O=C(CNC(=O)c1ccc(Br)o1)NNC(=O)c1ccc(Br)cc1	-7%	0.1%	/	2%	1%
O=[N+]([O-])c1ccc(/C=C/C2=NN(c3ccccc3)C(c3ccco3)C2)cc1 (stereo not drawn)	-13%	0.1%	-25%	3%	2%
N#Cc1ccc(CN2CCN(C(=O)CN3C(=O)NC4(CCCC4)C3=O)CC2)cc1	/	i	/	8%	/
CCOc1cc(CNn2cnnc2)cc(Br)c1OCC(=O)NC(C)(C)C	9%	0.6%	-6%	-9%	2%
